PLCb3 inh: inhibitors of human phospholipase C beta3; AID 720704; Purified PLC-beta3, fluorogenic substrate, fluorescence; inhibition, % at 12.2 µM; Q01970; hit rate 0.18% among 370,000; in the data active means inhibition above about 11%;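 further: 0% = median of compound wells on plate and 100% = full blocker control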
DDE Tn6 FP inh: DD(E)-Tn6 binding inhibition, primary FP screen; P02675; inhibition, % at 8.3 µM; hit rate 0.21% among 370,000; AID 720509; Fibrin DD(E) TRITC-Tn6 fluorescence polarization displacement;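 active means inhibition above a per-campaign cutoff: mean of compounds within control limits plus 3 SD, cut at about 15% in these data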;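 further: 0% = median of all compound wells on the plate and 100% = blocking peptide control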
UHRF1 MBD2 ctr: UHRF1 methyl-DNA binding inhibition; UHRF1 binding to methylated oligo, TR-FRET; inhibition, % at 4.4 µM; hit rate 0.75% among 370,000; in the data active means inhibition above about 21%;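 further: UHRF1 SRA domain binding a hemimethylated CpG hairpin DNA probe; 0% = median of test compound wells and 100% = reference inhibitor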
PLC-gamma1 inh: PLC-gamma1 (human) inhibition, primary screen; inhibition, % at 12.2 µM; P19174; hit rate 0.84% among 370,000; purified PLC-gamma1, fluorogenic substrate, fluorescence; AID 720700; in the data active means inhibition above about 9.5%
Target sequence (P19174 whole entry, looked up): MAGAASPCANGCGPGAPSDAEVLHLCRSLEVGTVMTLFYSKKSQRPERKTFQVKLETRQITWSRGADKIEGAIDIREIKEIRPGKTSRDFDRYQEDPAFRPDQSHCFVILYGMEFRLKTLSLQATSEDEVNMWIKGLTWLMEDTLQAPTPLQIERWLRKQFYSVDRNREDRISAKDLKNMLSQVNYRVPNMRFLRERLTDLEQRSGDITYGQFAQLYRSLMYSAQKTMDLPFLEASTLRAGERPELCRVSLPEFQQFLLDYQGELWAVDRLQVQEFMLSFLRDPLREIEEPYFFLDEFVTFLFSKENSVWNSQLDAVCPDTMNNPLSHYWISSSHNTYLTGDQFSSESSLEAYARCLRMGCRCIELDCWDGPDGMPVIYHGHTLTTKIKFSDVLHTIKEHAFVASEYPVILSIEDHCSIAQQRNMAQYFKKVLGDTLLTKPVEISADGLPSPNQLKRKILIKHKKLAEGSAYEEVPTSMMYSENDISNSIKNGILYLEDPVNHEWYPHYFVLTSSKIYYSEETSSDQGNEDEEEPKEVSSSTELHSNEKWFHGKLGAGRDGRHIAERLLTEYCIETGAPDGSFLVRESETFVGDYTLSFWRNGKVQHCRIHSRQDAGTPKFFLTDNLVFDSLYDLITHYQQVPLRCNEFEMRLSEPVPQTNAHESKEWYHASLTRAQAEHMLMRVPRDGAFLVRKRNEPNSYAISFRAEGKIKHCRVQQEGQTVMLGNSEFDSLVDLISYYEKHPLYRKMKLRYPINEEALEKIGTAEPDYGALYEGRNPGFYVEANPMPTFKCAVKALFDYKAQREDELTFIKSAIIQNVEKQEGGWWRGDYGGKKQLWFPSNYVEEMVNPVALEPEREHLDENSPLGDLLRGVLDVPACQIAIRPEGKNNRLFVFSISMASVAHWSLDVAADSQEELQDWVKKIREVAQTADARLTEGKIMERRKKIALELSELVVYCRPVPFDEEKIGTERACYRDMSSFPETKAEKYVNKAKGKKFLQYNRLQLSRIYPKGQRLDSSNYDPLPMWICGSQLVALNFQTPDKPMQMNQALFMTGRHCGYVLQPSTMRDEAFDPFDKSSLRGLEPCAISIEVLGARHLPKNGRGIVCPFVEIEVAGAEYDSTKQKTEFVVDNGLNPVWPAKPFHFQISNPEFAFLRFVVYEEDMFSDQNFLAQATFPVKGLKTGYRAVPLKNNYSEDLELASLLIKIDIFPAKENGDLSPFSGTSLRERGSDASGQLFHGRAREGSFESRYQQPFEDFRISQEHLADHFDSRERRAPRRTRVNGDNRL
HGIII-sPLA2 inh: Inhibits HGIII-sPLA2 liposome hydrolysis, primary screen | hit rate 0.56% among 370,000 | QFRET BODIPY PC-A2 liposome hydrolysis, fluorescence | inhibition, % at 12.2 µM | Q9NZ20;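 active means inhibition above mean plus 3 SD of compounds lying within the high and low control bounds, cut at about 19% in these data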;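 further: 0% = median of test compound wells and 100% = no enzyme DMSO wells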
ASAP1 inh: inhibitors of human ASAP1 ArfGAP activity | ASAP1-stimulated ARF1 GTP hydrolysis, GDP FP detection | inhibition, % at 16.5 µM | hit rate 0.19% among 360,000; in the data active means inhibition above about 25%;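 further: 0% = vehicle with enzyme and substrate and 100% = no enzyme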
ARFGAP1 inh: inhibitors of rat ARFGAP1. inhibition, % at 16.5 µM. hit rate 0.26% among 360,000. Arfgap1-stimulated ARF1 GTP hydrolysis, GDP FP detection;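 active means inhibition above a per-plate limit, mean inhibition of low control wells plus 3 SD, cut at about 25% in these data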;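 further: 0% = DMSO wells with enzyme and 100% = wells lacking Arfgap1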
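material = rat Arfgap1 catalytic domain, aa 1-136 | also added = human ARF1(Δ1-17)-GTP substrate | compound dosing = one concentration, 16.5 µM, DMSO 1.26% | times = GTP hydrolysis reaction 2 h at 25 °C | measured by = FP, GDP Alexa 633 tracer displaced from anti-GDP antibody, 620/688 nm | evaluation = percent inhibition of Arfgap1-stimulated GTP hydrolysis | replication = single well per compound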
DDE Tn7 FP inh: inhibitors of Tn7 peptide binding to human fibrin DD(E); P02675; FP displacement of FITC-Tn7 peptide from fibrin DD(E); 0% = median of compound wells per plate; inhibition, % at 8.3 µM; hit rate 0.13% among 370,000; AID 720508;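 active means inhibition above the mean of compounds falling within the control limits plus 3 SD of them, cut at about 14% in these data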;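 further: 0% = plate median of compound wells and 100% = 10 µM Aha-Tn7 peptide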
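Measure: % inhibition scaled between sample-field median and high-control FP; Test system: human fibrin DD(E); Quantity: 2 µM final DD(E) protein; Doses: one dose, 8.3 µM nominal; Schedule: compound with protein 10 min, then 3 h after probe, room temperature; Detection: fluorescence polarization; Medium: Tris buffer with calcium and detergent, pH 7.8.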
KLK7 zymogen act: proKLK7 (human) activation, primary screen; hit rate 0.9% among 370,000; purified proKLK7, EDANS-DABCYL substrate fluorescence; 100% is mature enzyme control, 0% vehicle; P49862; AID 652039; activation, % at 7 µM;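 active means activation above the mean of all tested compounds plus 3 SD, computed per campaign excluding outliers beyond control limits, cut at about 13% in these data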
NR1D1 modulator: modulators of human Rev-erb alpha DNA binding; P20393; Rev-erbα–FITC-DNA binding, fluorescence polarization, 90 min; activity, % at 10 µM; hit rate 0.79% among 370,000; AID 1259318;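 active means activity above about 14%, limit read from the data; passing the limit was not always enough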;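 further: 0% = DMSO wells with 35 nM protein and 100% = DMSO wells with 750 nM protein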
An asterisk follows results filed as active; & = joins results of further samples.

HGIII-sPLA2 inh,KLK7 zymogen act,PLCb3 inh,ARFGAP1 inh,PLC-gamma1 inh,UHRF1 MBD2 ctr,DDE Tn6 FP inh,NR1D1 modulator,ASAP1 inh,DDE Tn7 FP inh,compound
8,0.1,2,-2,-1,1,2,0,-4,0,CCN(CC)CCCn1c(=S)[nH]c2ccccc2c1=O
-9,0.1,-14,4,-10,2,-8,16,-4,0,O=C(COC(=O)c1cccc2ccccc12)Nc1ncc(C(F)(F)F)cc1Cl
-5,-0.2,-5,5,0,5,-3,-4,-2,-6,COc1ccc(C(CNC(=O)C(Cc2ccccc2)NC(N)=O)N(C)C)cc1 (stereo not drawn)
-2,0.4,-2,6,1,-2,3,-3,13,1,CN1CCN(c2ccc(S(=O)(=O)N3CCOCC3)cc2NC(=O)CSCc2ccccc2)CC1
5,-0.5,-3,0,-3,-1,-1,1,3,6,COc1cccc(C(=O)Nc2nc3ccccc3[nH]2)c1
2,0.1,-4,-1,-2,-2,0,7,-17,7,CCN1CCN(C(CNS(=O)(=O)c2ccc(C)cc2)c2cccnc2)CC1 (stereo not drawn)
-3,0.7,4,5,6,3,-1,7,5,-5,C#CCNC(=O)/C=C/c1ccc(OC)cc1
9,0.5,-3,-8,2,1,-2,3,-1,0,COc1ccc2nc(C)cc(Nc3ccccc3OC)c2c1
-3,-0.3,1,2,4,1,-5,1,7,-4,COc1ccc(C(=O)NC(C(=O)N2CCN(c3ccccc3O)CC2)C(C)C)cc1 (stereo not drawn)
-5,0.1,2,0,2,-2,3,-3,-7,-2,C[C@H]1CN([C@@H](C)CO)S(=O)(=O)c2ccc(Br)cc2O[C@H]1CN(C)C(=O)CCN1CCCCC1
1,0.9,-6,2,5,-2,3,2,-12,-2,CN(C)CC/C=C1/c2ccccc2CS(=O)(=O)c2ccccc21
10,-0.8,-3,-3,-3,-4,-6,8,9,4,O=C(N/N=C/c1cccc([N+](=O)[O-])c1O)C(O)(c1ccccc1)c1ccccc1
17,-0.3,-49,0,-23,1,2,-1,6,7,O=C(O)c1ccccc1-n1c2ccccc2c2ccccc21
-14,0.5,-1,-4,-2,-1,-6,2,-11,1,O=C(NCC(c1cccs1)N1CCOCC1)C1CCN(S(=O)(=O)c2cc(Cl)ccc2Cl)CC1 (stereo not drawn)
-5,0.7,-15,2,-4,-12,2,-1,0,1,COc1cccc(NC2=C(NCCO)C(=O)c3ccccc3C2=O)c1
-10,0.1,4,-2,3,-4,3,1,4,1,Cc1ccccc1CS(=O)(=O)CCC(=O)NCCN1CCN(c2cccc(Cl)c2)CC1
4,-0.5,3,7,4,2,-3,-3,5,-12,Cc1cc(C)cc(NC(=O)c2c(C)nc3ccccn23)c1
-25,0.1,2,5,2,2,-3,3,-10,-5,Cc1cc2c(cc1S(=O)(=O)Nc1cccc(F)c1C)NC(=O)CO2
-2,0.2,-2,1,-1,-1,4,1,0,1,CCN(CC)C(=O)CSc1nc(-c2ccccc2)ccc1C#N
3,-0.5,-2,13,-2,63*,-6,2,3,-5,O=C1CN(C(=O)C2CCCC2)CCN1

Entries above that have four or more nitrogen atoms:
HGIII-sPLA2 inh,KLK7 zymogen act,PLCb3 inh,ARFGAP1 inh,PLC-gamma1 inh,UHRF1 MBD2 ctr,DDE Tn6 FP inh,NR1D1 modulator,ASAP1 inh,DDE Tn7 FP inh,compound
-5,-0.2,-5,5,0,5,-3,-4,-2,-6,COc1ccc(C(CNC(=O)C(Cc2ccccc2)NC(N)=O)N(C)C)cc1 (stereo not drawn)
-2,0.4,-2,6,1,-2,3,-3,13,1,CN1CCN(c2ccc(S(=O)(=O)N3CCOCC3)cc2NC(=O)CSCc2ccccc2)CC1
2,0.1,-4,-1,-2,-2,0,7,-17,7,CCN1CCN(C(CNS(=O)(=O)c2ccc(C)cc2)c2cccnc2)CC1 (stereo not drawn)

The results go on.
HGIII-sPLA2 inh,KLK7 zymogen act,PLCb3 inh,ARFGAP1 inh,PLC-gamma1 inh,UHRF1 MBD2 ctr,DDE Tn6 FP inh,NR1D1 modulator,ASAP1 inh,DDE Tn7 FP inh,compound
11,0.9,-4,2,-3,4,1,-4,-11,3,O=C(Nc1ccc2nc([C@@H]3O[C@H](CO)[C@@H](O)[C@H](O)[C@H]3O)[nH]c2c1)NC(c1ccccc1)c1ccccc1
-3,0.6,1,10,3,0,-9,9,-3,-2,NS(=O)(=O)c1ccc(N/N=C/c2cn(-c3ccccc3)nc2-c2ccccc2)c([N+](=O)[O-])c1
-5,1.1,-4,-9,3,-1,9,-3,-23,0,Cc1ccc(NC(=O)c2ccc(S(=O)(=O)N3CCCCCC3)cc2)nc1
-48,1.4,-33,3,-28,-2,0,0,4,0,CC1CCc2[nH]c3ccc(C(=O)N(C)CC(=O)Nc4ccccc4Br)cc3c2C1 (stereo not drawn)
-5,0.6,2,3,1,-3,6,1,7,-3,O=C(NCCCO)C(=O)c1c(-c2ccccc2)cc2ccccn12
2,-0.3,2,-1,1,2,7,-7,-2,-2,COc1ccc(S(=O)(=O)N(CC(=O)NC2CC2)Cc2ccccc2)cc1
0,1.4,-64,14,-52,-1,-3,7,-5,-8,CCOC(=O)c1cc(NC(=O)C2C3C=CC(O3)C2C(=O)O)cc(C(=O)OCC)c1 (stereo not drawn)
-3,0.1,2,3,2,-1,6,6,-4,2,COc1ccc(C(=O)COC(=O)c2cc(=O)c3ccccc3o2)c(OC)c1
9,-0.8,-41,21,-35,7,-8,-3,3,-2,COc1cc(-c2nc(-c3ccc4c(c3)-c3ccccc3S4(=O)=O)c(-c3ccccc3)[nH]2)cc(OC)c1O
2,0.1,2,-9,-4,0,9,-1,-11,-2,Cc1nnc(SCC(=O)NCc2ccco2)n1-c1ccccc1
11,-0.7,-9,1,-3,-3,1,-5,-3,5,CSCCC(NC(=O)c1ccccc1Br)C(=O)NNC(=O)c1csc(N2CCOCC2)n1 (stereo not drawn)
0,-0.1,-1,6,3,3,4,1,-2,-1,CC1C/C(=C/c2ccncc2)C(=O)/C(=C/c2ccncc2)C1 (stereo not drawn)
-16,0.8,3,9,5,-2,-1,5,-13,-3,CCOC(=O)c1c(-c2ccccc2)csc1NC(=O)CSc1nc(C)cc(C)n1
-3,0.0,-1,-7,6,2,2,5,-2,3,COc1ccccc1-n1cnc2cc(NC(C)=O)ccc21
-2,-1.5,-21,3,-15,-2,7,-2,-8,8,COC(=O)c1cc2c(c3c4cc(F)ccc4n(S(=O)(=O)c4ccc(OC)cc4)c13)C(=O)N(C)C2
4,1.3,1,-15,1,-3,2,-9,3,-2,CC1CN(C2CCCCC2)C(=S)N(c2ccccc2)C1=O (stereo not drawn)
2&1,0.1&0.2,0&-4,11&9,-3&-2,-2&1,4&-7,0&-3,-5&5,-3&-3,CC1(C)SC2C(NC(=O)COc3ccccc3)C(=O)N2C1C(=O)O (stereo not drawn)
-7,-0.1,-1,-1,-4,1,4,6,-5,1,O=C(NC(Cc1c[nH]c2ccccc12)C(=O)O)c1cccs1 (stereo not drawn)
-12,0.0,-6,7,2,-2,3,2,4,4,Fc1ccc(-c2cc(C(F)(F)C(F)F)[nH]n2)cc1
-1,0.1,-6,6,1,3,-3,2,-11,5,Cn1c(CNC(=O)c2ccc(Cl)cc2)nnc1SCC(=O)NC1=NCCS1
-9,-0.3,0,4,-2,1,3,-1,8,1,CCc1ccc(NC(=O)CC2C(=O)N(c3cccc(C)c3)C(=O)N2C2CC2)cc1 (stereo not drawn)
0,0.5,4,-11,5,3,2,-6,-9,-3,CCCCNC(=O)NC1C(NC(=O)NCCCC)N(C)C(=O)N1C (stereo not drawn)
1,12,-195,12,-154,-2,14,1,13,3,O=C(CN1C(=O)C2C3C=CC(C3)C2C1=O)Nc1ccc2nccnc2c1 (stereo not drawn)
1,0.5,-3,-6,-1,1,-3,-2,5,7,Cc1ccc(NC(=O)c2c(C)nn(-c3ccccc3)c2Cl)c(C)c1
1,-0.1,1,0,2,-2,-2,6,5,3,O=C(CCCNC(=O)c1ccc(Cl)cc1)Nc1nccs1
1,-0.7,-4,0,2,-3,6,-5,5,-5,CC(=O)N1Cc2ccccc2CC1C(=O)NCc1ccccc1F (stereo not drawn)
-6,0.1,-5,-1,-1,2,-4,8,-4,-2,Cc1cc(NC(=O)C(C)Sc2nnc(NCc3ccco3)s2)no1 (stereo not drawn)
-6,-0.1,0,13,1,-2,-3,-1,4,-3,O=c1[nH]c2cnn(-c3ccccc3)c2c(=O)n1O
1,0.7,-4,7,2,2,4,-14,-5,-3,O=[N+]([O-])c1ccccc1/C=C/C=N/n1c(-c2cc(-c3ccccc3)n[nH]2)n[nH]c1=S
-4,-0.5,4,-7,7,-2,4,0,-4,-4,CC1(CC(=O)N/N=C/c2ccc(-c3cccc(C(F)(F)F)c3)o2)OCCO1
-8,-0.1,-2,6,-5,3,6,-4,13,-2,CCCCCC(=O)Nc1ccc(S(=O)(=O)Nc2ccc(Cl)nn2)cc1
1,0.0,-7,-3,-2,-3,10,-1,0,2,CCOc1cccc(C2/C(=C(\O)c3ccc4c(c3)OCCO4)C(=O)C(=O)N2Cc2ccncc2)c1 (stereo not drawn)
-3,0.0,-4,-1,4,-3,-5,-5,-4,-6,CN(CCCC(=O)O)c1ccc(N=Nc2ccc([N+](=O)[O-])cc2)cc1
-3,0.2,-10,-7,1,-2,0,-1,-2,-7,CC(C)N=C(NS(=O)(=O)c1ccc(Br)cc1)c1ccc(Cl)cc1
2,-0.1,4,-1,0,1,1,-4,1,4,CCOc1ccc(C2NC(=O)c3n[nH]c(C)c32)cc1 (stereo not drawn)
5,0.4,1,2,0,-4,-2,0,-9,0,CCCN1/C(=C(\C#N)C2=NS(=O)(=O)c3ccccc32)N(C)c2ccccc21
2,-0.5,0,-6,2,-4,3,-2,-8,-5,Cc1cc(=O)[nH]c(-n2[nH]c(C)cc2=O)n1
-3,-0.2,-2,8,1,-2,8,-2,5,4,COc1cc(/C=C(/C#N)c2ccccc2)ccc1Oc1ccc([N+](=O)[O-])cn1
6,-0.1,2,13,6,2,0,-3,-2,-1,CCOc1ccccc1NC(=O)C1CCCN(C(=O)NCc2ccccc2)C1 (stereo not drawn)
-10,0.2,-22,1,-12,2,-1,-7,6,1,COC(=O)c1ccc(COC(=O)c2ccc(N(C)C)cc2)cc1
-15,3.7,-22,-10,-9,-3,9,0,-14,0,O=C(COc1ccc2ccc(=O)oc2c1)c1ccccc1
3,-3.7,-22,-5,-15,0,-6,6,8,2,COC(=O)c1cc2ccccc2oc1=O
14,0.7,-10,-11,-3,1,7,-1,-1,3,Cc1ccccc1OCC(=O)OCC(=O)NCCc1ccccc1
5,0.1,-2,5,-5,1,9,0,-6,9,Cc1cccc(NC(=O)C2CCN(S(=O)(=O)c3c(C)[nH]c(=O)[nH]c3=O)CC2)c1
-7,-0.2,-21,11,-17,1,0,0,0,-7,CC(C)C(=O)Nc1sc2c(c1C(N)=O)CCN(Cc1ccccc1)C2
-5,-0.4,3,1,-1,1,-1,-3,0,1,COc1ccccc1NC(=O)NCC(c1ccco1)N1CCCCC1 (stereo not drawn)

Assay outcomes: PubChem, several laboratories
